Screening results (PubChem BioAssay)
AmpC no deterg: qHTS Inhibitors of AmpC Beta-Lactamase (assay without detergent) | P00811 | Potency, µM (series often up to 57.1 µM), for the others: at the top dose activity change, negative = inhibition, hits mostly inhibitors | actives 0.52% (n = 330,000) | AmpC nitrocefin hydrolysis, absorbance 480 nm, 0.0001% Triton;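 note: potency is the fitted concentration of half-maximal effect; plate controls were no compound for no effect and no enzyme for full effect; nearly all actives have a fitted effect of over 20% in size; some results filed as inactive show a strong effect at the top dose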
Target sequence (P00811 whole entry, looked up): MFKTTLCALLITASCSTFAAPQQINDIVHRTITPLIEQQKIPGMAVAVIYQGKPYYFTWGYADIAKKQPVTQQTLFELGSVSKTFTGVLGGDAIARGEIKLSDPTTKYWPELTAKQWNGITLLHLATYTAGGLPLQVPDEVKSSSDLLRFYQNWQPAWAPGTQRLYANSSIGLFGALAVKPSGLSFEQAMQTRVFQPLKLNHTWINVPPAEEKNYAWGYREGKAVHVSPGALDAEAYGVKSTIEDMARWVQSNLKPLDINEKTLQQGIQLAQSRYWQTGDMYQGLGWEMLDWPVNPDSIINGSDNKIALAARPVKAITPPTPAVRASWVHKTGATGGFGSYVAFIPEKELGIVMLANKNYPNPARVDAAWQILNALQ
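AmpC (5.3 nM in the dispensed reagent) in 20 mM phosphate pH 7.0 with 0.01% (detergent screen) or 0.0001% Triton X-100 was preincubated with compounds for 15 min at room temperature. Nitrocefin was then added from an 800 uM solution, and hydrolysis was followed at 480 nm.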
Sm TGR block: qHTS Assay for the Inhibitors of Schistosoma Mansoni Peroxiredoxins | AID 485364, 2010 | actives 3% (n = 360,000) | Schistosoma mansoni thioredoxin glutathione reductase (TGR), Q962Y6 | Potency, µM (highest dose often 114 µM), without a hit: top-dose activity change, negative = inhibition, usual class: inhibitors | purified TGR, DTNB reduction, TNB absorbance 405 nm; note: potency is the fitted concentration of half-maximal effect; nearly all actives have a fitted effect of over 60% in size
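First, TGR (20 nM dispensed) and NADPH were mixed with compound. Second, a 15 min room-temperature incubation followed. Third, further NADPH and then DTNB were added to start the reaction. Finally, TNB absorbance was monitored kinetically.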
HCMV inh: qHTS Assay for inhibitors of the human cytomegalovirus (HCMV); HFF cells, HCMV-luciferase reporter, 72 h; active compounds read low; activity change, negative = inhibition, % at 57.5 µM; actives 4.5% (n = 410,000); AID 1259415, 2018; in the data active = activity change below about -60%; inconclusive = no clear call, values can overlap the other calls; inactive = above about -39%
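Cell-based, HFFs, 1000 cells/well, 16 h 37C; cpds in DMSO + HCMV-luc, MOI 1 PFU/cell; 72 h 37C; OneGlo luminescence after 5 min RT; norm. to buffer vs Salinomycin 10uM.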
AmpC detergent: qHTS Inhibitors of AmpC Beta-Lactamase (assay with detergent); P00811; AmpC hydrolysis of nitrocefin, absorbance 480 nm, 0.01% Triton; Potency, µM (doses to about 114 µM), without a hit: at the highest dose activity change, negative = inhibition, usual class: inhibitors; actives 0.041% (n = 370,000); AID 485294, 2010;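 note: potency is the fitted concentration of half-maximal effect; 0% = no-compound wells and -100% = no-enzyme wells; nearly all actives have a fitted effect of over 25% in size; some results filed as inactive show a strong effect at the top dose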
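20 mM phosphate pH 7.0 + 0.01% (detergent screen) or 0.0001% Triton X-100; 5.3 nM AmpC reagent; cpd preinc 15 min RT; nitrocefin (800 uM stock) to start; A480 q20 s × 4 min; Activity was normalised to no-enzyme and no-compound control wells.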
HCV inh: qHTS Assay for Inhibitors of Hepatitis C Virus (HCV); Huh7.5.1 HCVcc-Cre infection, luciferase reporter, 44 h; Potency, µM (series often up to 41.8 µM), inactives show at the top dose activity change, negative = inhibition, hits mostly inhibitors; actives 3.4% (n = 340,000); note: potency is the fitted concentration of half-maximal effect
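Cells (1,000/well) were plated 4 h before compound, then infected with HCVcc-Cre virus (~0.5 moi). After 44 h further culture, infection was read as luciferase luminescence following a 15 min substrate incubation at room temperature.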
Giardia FBPA inh: qHTS Assay for Inhibitors of Fructose-1,6-bisphosphate Aldolase from Giardia Lamblia. A8B2U2. Potency, µM (titrated, usually from 59.6 µM), inactives show at the highest dose activity, negative = inhibition, most hits filed as inhibitors. actives 0.71% (n = 290,000). purified Giardia FBPA; note: potency is the fitted concentration of half-maximal effect; nearly all actives have a fitted effect of over 55% in size
Target sequence (A8B2U2 whole entry, looked up): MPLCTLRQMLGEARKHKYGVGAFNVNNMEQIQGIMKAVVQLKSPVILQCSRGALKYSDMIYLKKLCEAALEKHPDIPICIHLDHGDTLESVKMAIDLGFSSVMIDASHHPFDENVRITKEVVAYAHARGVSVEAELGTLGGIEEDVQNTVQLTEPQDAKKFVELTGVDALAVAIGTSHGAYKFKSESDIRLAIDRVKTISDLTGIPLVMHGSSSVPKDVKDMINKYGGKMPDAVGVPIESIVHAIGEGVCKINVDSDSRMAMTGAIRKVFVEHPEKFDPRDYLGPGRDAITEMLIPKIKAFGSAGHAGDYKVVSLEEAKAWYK
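Giardia FBPA (40 nM reagent) was preincubated 10 min at RT with compound (up to 57.5 uM final), then substrate plus GAPDH/TPI/NAD/arsenate coupling system with diaphorase/resazurin was added; resorufin fluorescence (525/598 nm) was read after 20 min.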
* = called active by the depositor; ? = inconclusive; nt = no result given; [ ] = dose if it differs, or a comment. Unless noted, calls come from the whole dose curve; as a rule, active = well fitted curve in the direction sought with a large enough effect; inconclusive = small, poorly fitted or top-dose-only effect, or another doubt; inactive = no such curve, though single readings can be large; an effect the other way counts as inactive or inconclusive. Unless noted, % is set by controls: 0 for no effect and ±100 for the full control effect.

cpd	molecule	AmpC no deterg	Sm TGR block	HCMV inh
1	CCOC(=O)C1=C(CS(=O)(=O)c2ccccc2)NC(=O)NC1c1cc(OC)c(O)c(OC)c1 (configuration not stated)	-36%	6%	-14
2	CCCCNC(=O)CN1C(=O)COc2ccc(S(=O)(=O)N3CCCC3)cc21	nt	6%	10
3	COc1ccc(-c2nc(CCNC(=O)c3cccs3)cs2)cc1OC	nt	-2%	-84*
4	Cc1c2cnn(-c3ccccc3)c(=O)c2c(C)n1CC(=O)N1CCN(c2cccc(Cl)c2)CC1	nt	-1%	-36
5	Cc1ccc(C(=O)c2nc(C(=O)NCCO)nc3ccccc23)cc1	-2%	-5%	-22
6	O=C(Cc1ccc(Br)cc1)OCC(=O)N1CCc2ccccc2C1	0%	-12%	21
7	c1ccc(C2NCCc3ccccc32)cc1 (configuration not stated)	-11%	14%	2
8	O=C(c1ccc(Br)cc1)N(Cc1nc2ccccc2c(=O)[nH]1)C1CCCC1	30%	12%	-62*
9	COc1ccc(C(CCNCc2ccc(F)cc2)c2ccc(F)cc2)cc1 (configuration not stated)	0%	-6%	?
10	COC(=O)c1sc(NC(=O)/C=C/c2ccc(C)cc2)nc1C	-18%	1%	-12
11	Cn1c(SCC(=O)Nc2ccc(N3CCOCC3)cc2)nnc1-c1ccco1	-3%	5%	8
12	O=C(O)CCCCn1c(SCc2ccccc2Cl)nc2ccsc2c1=O	-26%	-13%	-16
13	CCn1c(C(=O)NCc2ccc(OC)cc2)cc2sc(Cl)cc21	nt	3%	-24
14	CCC(=O)N1CCc2cc(S(=O)(=O)N3CCN(c4cc(Cl)ccc4C)CC3)ccc21	-12%	-2%	-19
15	O=C(Nc1ccc(Cl)cn1)c1ccccc1F	nt	-1%	111

cpd	AmpC detergent	HCV inh	Giardia FBPA inh
1	-11%	12%	0%
2	-12%	nt	nt
3	7%	nt	nt
4	15%	nt	nt
5	-1%	9%	nt
6	-12%	32%[activator]	-1%
7	8%	2%	-3%
8	-1%	?	-3%
9	-19%	?	8%
10	3%	13%	0%
11	5%	10%	nt
12	0%	21%	?
13	?	nt	nt
14	?	14%	nt
15	-3%	-6%	2%

(cont.)
cpd	molecule	AmpC no deterg	Sm TGR block	HCMV inh
16	CCN(CC)C(=O)Cn1c(=O)n(-c2ccccc2)c(=O)c2sccc21	-2%	6%	-14
17	CC(C)c1nc(NCCN2CCOCC2)c(C#N)c2c1COC(C)(C)C2	86%[activator]	10%	-20
18	O=C(COc1ccc2c(c1)oc(=O)c1ccccc12)NCCCN1CCOCC1	33%	8%	-15
19	CC(C(=O)O)N1c2cccc3cccc(c23)S1(=O)=O (configuration not stated)	-11%	-11%	3
20	CN(CC(=O)Nc1ccc(Cl)c(C(F)(F)F)c1)C(=O)C1(c2ccccc2)CC1	-7%	-1%	8
21	CSc1ccc(/C=C/C(=O)OCC(=O)NCC2CCCO2)cc1 (configuration not stated)	1%	0%	0
22	CCOC(=O)C1C(=O)OC2(CCCC2)C1C(=O)OCC (configuration not stated)	-4%	-2%	9
23	CCNc1nc(NOC)nc(OCC#N)n1	-12%	-3%	-12
24	CCc1nc2nc(C)c(NS(=O)(=O)c3ccc(C)cc3)c(=O)n2[nH]1	nt	1%	5
25	COc1cccc(CC(NC(C)=O)C(=O)NC2CCN(S(=O)(=O)c3cccc4ccccc34)CC2)c1 (configuration not stated)	180%[activator]	-16%	8
26	Cc1[nH]c2ccc(F)cc2c1CCN(Cc1cccnc1)C(=S)Nc1ccccc1	-14%	-5%	21
27	CCOC(=O)NC(=O)CSc1nc2ccc(OCC)cc2[nH]1	-25%	-15%	82
28	COC(=O)CNC(=O)COC(=O)C(Cc1ccccc1)NC(=O)c1ccco1 (configuration not stated)	-12%	-12%[11.4 µM]	-12
29	Cn1c(=O)[nH]c(=O)c2c1nc(NCc1ccccc1)n2CC(O)c1ccccc1 (configuration not stated)	-3%	12%	-18
30	CN(C(=O)c1cccc(NC(=O)Cc2ccc([N+](=O)[O-])cc2)c1)C1CCC1	-16%	nt	-23

cpd	AmpC detergent	HCV inh	Giardia FBPA inh
16	1%	13%	-3%
17	?	?	3%
18	4%	?	-1%
19	-2%	9%	2%
20	?	?	nt
21	-18%	11%	nt
22	?	6%	2%
23	-9%	17%	5%
24	2%	nt	nt
25	-9%	?	1%
26	10%	?	1%
27	-5%	13%	1%
28	-4%	10%	2%
29	-3%	20%	3%
30	nt	3.2µM*	nt

More structures.
cpd	molecule	AmpC no deterg	Sm TGR block	HCMV inh
31	O=C(CNC(=O)c1ccccc1)NCCO	-24%	-5%	-31
32	Cc1cc(C)cc(NC(=O)CSc2nc3ccccc3nc2N2CCCCC2)c1	-32%	5%	-35
33	Cc1cnc(C(=O)OCC(=O)NCCc2ccccc2)cn1	-20%	1%	-2
34	CCN(C(=O)c1sc(N)c(C#N)c1C)C1CCCCC1	-5%	10%	-28
35	CC1=C(C(N)=O)C(c2cccs2)n2nc(-c3cccc(Cl)c3)nc2N1 (configuration not stated)	-2%	1%	nt
36	CCOc1ccc(NC(=S)Nc2cc(C)[nH]n2)cc1	-51%	-26%	-34
37	CC1CN(C(=O)c2cccc(S(=O)(=O)Nc3ccccc3Cl)c2)CC(C)O1 (configuration not stated)	-8%	4%	10
38	CN(C(=O)c1ccncc1)c1nnc(-c2ccccn2)s1	-9%	-2%	27
39	COc1cc(/C=C2\SC(=S)N(NS(=O)(=O)c3ccc(C)cc3)C2=O)ccc1O	-56%	?	0
40	CCN(C(=O)c1cc([N+](=O)[O-])ccc1NCc1cccnc1)c1ccccc1	25%	11%	-61*
41	CC(C)c1nnc(N2C(=O)c3oc4ccccc4c(=O)c3C2c2ccccc2F)s1 (configuration not stated)	nt	1%	14
42	COc1ccc(-c2cn[nH]c2N)c(OC)c1	79%[activator]	3%	?
43	COc1cccc2sc(Nc3nc4ccc(NC(C)=O)cc4s3)nc12	6%	-10%	-83*
44	COC12CCC3(CC1C(C)(O)C(C)(C)C)[C@H]1Cc4ccc(O)c5c4[C@@]3(CCN1CC1CC1)C2O5 (some centres not stated)	0%	nt	-30
45	COC(=O)C1=C(C)N(c2ccc(Br)cc2)C(=O)/C1=C\c1ccco1	-21%	35µM*	3

cpd	AmpC detergent	HCV inh	Giardia FBPA inh
31	?	10%	-1%
32	?	0%	-6%
33	0%	18%	7%
34	-13%	5%	5%
35	-3%	14%	0%
36	-1%	-6%	-13%
37	?	nt	nt
38	3%	6%	0%
39	-6%	7%	8%
40	-1%	-8%	6%
41	22%	nt	nt
42	-6%	25%	?
43	3%	4.5µM*	-5%
44	nt	?	nt
45	-4%	?	0%

Whole records as entered above.
COc1cc(/C=C2\SC(=S)N(NS(=O)(=O)c3ccc(C)cc3)C2=O)ccc1O reads AmpC no deterg = -56%; Sm TGR block = ?; HCMV inh = 0; AmpC detergent = -6%; HCV inh = 7%; Giardia FBPA inh = 8%
CCOc1ccc(NC(=S)Nc2cc(C)[nH]n2)cc1 reads AmpC no deterg = -51%; Sm TGR block = -26%; HCMV inh = -34; AmpC detergent = -1%; HCV inh = -6%; Giardia FBPA inh = -13%
COc1ccc(-c2cn[nH]c2N)c(OC)c1 reads AmpC no deterg = 79%[activator]; Sm TGR block = 3%; HCMV inh = ?; AmpC detergent = -6%; HCV inh = 25%; Giardia FBPA inh = ?

Gathered by group, the compounds so far containing a nitro group on carbon (2)
cpd	molecule	AmpC no deterg	Sm TGR block	HCMV inh
30	CN(C(=O)c1cccc(NC(=O)Cc2ccc([N+](=O)[O-])cc2)c1)C1CCC1	-16%	nt	-23
40	CCN(C(=O)c1cc([N+](=O)[O-])ccc1NCc1cccnc1)c1ccccc1	25%	11%	-61*

cpd	AmpC detergent	HCV inh	Giardia FBPA inh
30	nt	3.2µM*	nt
40	-1%	-8%	6%

Following part
cpd	molecule	AmpC no deterg	Sm TGR block	HCMV inh
46	O=C(COc1ccc(S(=O)(=O)N2CCOCC2)cc1)NCc1ccccn1	6%	-12%	-12
47	CN1/C(=C/C(=S)NC(=O)C2CCC2)C(C)(C)c2ccccc21	-20%	-9%	-18
48	CC(=O)c1nn(-c2ccccc2)cc1C(=O)c1ccc(Br)cc1	-22%	1%	0
49	COc1cccc(-c2nc(-c3ccccc3)[nH]c(=O)c2C#N)c1	-34%	4%	13
50	N#Cc1cnc(SCC(=O)c2ccccc2)nc1N	-15%	-8%	?
51	CCN(C(=O)COC(=O)CNC(=O)c1ccc(C)cc1)c1c(N)n(Cc2ccccc2)c(=O)[nH]c1=O	-15%	7%	0
52	Cc1ccc(C(=O)NCCN2CCN(C(=O)c3ccc(C)c(C)c3)CC2)cc1C	135%[activator]	3%	-1
53	O=C(COC(=O)CCC(=O)c1cccs1)Nc1ccccc1C(F)(F)F	-2%	nt	-8
54	Cc1cc(C)cc(NC(=O)c2ccc(NC3=NC4CS(=O)(=O)CC4S3)cc2)c1 (configuration not stated)	4%	6%	-27
55	N#CCSc1nnc(COc2ccc3ccccc3c2)o1	13%	-2%	?
56	COCC(=O)NNS(=O)(=O)c1ccccc1[N+](=O)[O-]	-13%	-6%	31
57	CC1(C)OC(c2ccccc2)=C/C(=C/C=Nc2ccccc2)O1	-37%	-10%	28
58	CCN(Cc1ccccc1)C(=O)C1CCN(S(=O)(=O)c2c(C)noc2/C=C/c2ccc(C)cc2)CC1	nt	-3%	-3
59	COCCCNC(=O)c1cc(S(=O)(=O)N2CCOCC2)ccc1SCc1cccc(OC)c1OC	120%[activator]	2%	13
60	COCCCn1c(=N)c(C(=O)NC2CCCCC2)cc2c(=O)n3cc(C)ccc3nc21	nt	8%	?

cpd	AmpC detergent	HCV inh	Giardia FBPA inh
46	-2%	7%	nt
47	1%	5%	-9%
48	1%	-10%	3%
49	?	?	17%
50	-2%	8%	-4%
51	?	21%	nt
52	0%	-25%	-1%
53	nt	5%	nt
54	?	13%	3%
55	-20%	-7%	1%
56	-3%	-5%	-2%
57	?	?	-8%
58	-10%	nt	nt
59	1%	4%	5%
60	9%	nt	nt
